Assay outcomes (PubChem)
Insulin prom inh = TRM-6 insulin promoter activity inhibition; TRM-6 cells (human fetal islet line), insulin promoter-eGFP reporter, imaging; reporter expression induced with tamoxifen; inhibition, % at 2 µM; actives 0.9% (n = 130,000); AID 1273;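 active means inhibition above the mean plus 3 SD, with well images judged a real hit on visual review, cut at about 60% in these data, passing the limit was not always enough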
sdo1 growth = sdo1-depleted yeast growth rescue. S. cerevisiae sdo1-depleted JHY4D growth rescue, OD600 30 h; hits give high values; pdr5 snq2 efflux-pump mutant strain. z-score at 10 µM. actives 0.21% (n = 140,000). AID 817;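 active means z-score above 3 at both the 24 hr and the 30 hr optical density reads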;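 further: z-score against mean and SD of all compound wells on the same plate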
sdo1 growth Rescue 24 h = recorded beside sdo1 growth, whose call it bears; z-score; S. cerevisiae sdo1-depleted JHY4D growth rescue, OD600; measured here: growth rescue at 24 h;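 0 is the plate mean of compound wells and units are plate SD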
Active calls of the source: *; · = no result given; & = joins results of further samples. Rows were taken by chance; any-hit rate near 0.94%.

SMILES | Insulin prom inh | sdo1 growth | sdo1 growth Rescue 24 h
CCOC(=O)N1CCN(S(=O)(=O)c2ccc(Br)s2)CC1 | -25.0 | 0.68 | 0.05
CCOC(=O)C1CCN(C(=O)CSc2cc(=O)n(C)c3ccccc23)CC1 | · | -0.02 | 0.02
O=C(CCl)Nc1cc(-c2ccccc2)nn1-c1ccccc1 | 86.7* | -1.81 | -0.78
CCN1C(=O)C(O)(CC(=O)c2ccc(-n3cccc3)cc2)c2ccccc21 (stereo not given) | · | 3.03* | 4.24*
CCOc1cc(NC(=S)NCC2CCCO2)c(OCC)cc1NC(=O)c1ccc(C)cc1 (stereo not given) | 36.7 | -0.16 | 0.16
FC(F)(F)Oc1ccc(Nc2nc3ccccc3o2)cc1 | 30.8 | -1.71 | -0.05
CCOC(=O)/C(=N/Nc1ccc(Cl)cc1)Sc1nnnn1-c1ccc(C)cc1 | -10.7 | -0.32 | -0.34
Cc1nnc(SCC(=O)NC(=O)NC2CCCC2)n1N | -9.4 | 1.09 | 0.37
O=C1C2CC=CCC2C(=O)N1CC1CCCO1 (stereo not given) | 53.5 | 0.58 | -0.04
COc1ccc(OC)c(C2=NOC(C(=O)Nc3cccc(C(C)=O)c3)C2)c1 (stereo not given) | · | 0.27 | 1.22
S=c1[nH]nc(CN2CCCC2)n1Cc1ccccc1 | -171.4 | · | ·
COc1cc(C)c(C(C)C)cc1S(=O)(=O)N1CCN(C)CC1 | 28.6 | 1.3 | 1.16
CCCNS(=O)(=O)c1ccc(NC(=O)Cc2cccs2)cc1 | 6.2 | 1.13 | 1.14
COc1ccc(OC)c(NC(=O)C(=O)NNC(=O)c2cccs2)c1 | · | 0.31 | 0.78
O=C(CCC(=O)c1ccc(F)cc1)Nc1ccccc1Cl | -20.5 | 0.18 | -0.03
COC(=O)CCSCC(=O)N1N=C(c2ccc(Br)cc2)CC1c1cccc(OC)c1OC (stereo not given) | -386.7 | · | ·
C=CCN(CC=C)C(=O)Cc1ccc(F)cc1 | 40.9 | -0.24 | 0.04
Oc1ccc2ccccc2c1CN1CCN(c2ccccc2)CC1 | 45.8 | -0.15 | -0.18
Cc1ccc(CCNC(=O)C2CCCN(C(=O)N(C)C)C2)cc1 (stereo not given) | -1.4 | 0.42 | -0.64
Cc1nc(-c2cccc(S(=O)(=O)N3CCC(C)CC3)c2)cs1 | 9.8 | -0.64 | -0.97
COc1ccccc1C1CC(=O)n2c(nc(-c3ccccc3)c2-c2ccccc2)S1 (stereo not given) | -22.2 | -0.49 | -0.69
O=C1c2ccccc2-c2onc3c(Oc4ccccc4)cc(O)c1c23 | -48.1 | -1.18 | -0.55
CC(C)(C)C(=O)Nc1ccc2c(c1)-c1cc(NC(=O)C(C)(C)C)ccc1C2 | · | 0.18 | 1
Cc1nnc(NC(=O)C2CCN(c3cnccn3)CC2)s1 | 38.9 | 0.49 | -0.5
COC(=O)C/C=C/[C@@H](C)[C@@H](/C=N/OC[C@H]1O[C@H](c2ccccc2)C=C[C@@H]1Oc1ccc(OC)cc1)NS(=O)(=O)c1ccc(C)cc1 | 5.0 | 0.1 | 0.21
C=C(C)CN(CC)C(=O)CSc1nc2ncc(Cl)cc2[nH]1 | · | 0.72 | 0.72
COc1ccc(C(C)=O)cc1COc1ccccc1[N+](=O)[O-] | -83.3 | · | ·
COc1cccc(-c2ccc(-c3noc(-c4ccccc4F)n3)c(OC)n2)c1 | 39.5 | -0.69 | -0.23
O=C(NCC1CCCCC1)c1cc(S(=O)(=O)N2CCCCC2)ccc1N1CCOCC1 | -41.2 | · | ·
COC(=O)c1cccc(S(=O)(=O)N2CCC(NC(=O)NC34CC5CC(CC(C5)C3)C4)CC2)c1 | · | -0.31 | -0.27
C#CCOc1nc(C)cc(C)c1S(=O)(=O)c1ccccc1C | -21.4 | · | ·
Cc1ccc(-n2c(-c3c(-c4ccccc4)noc3C)n[nH]c2=S)cc1 | 14.3 | 0.5 | -0.3
O=C(COC(=O)c1cc(=O)[nH]c(=O)[nH]1)NCc1ccccc1 | · | 0.98 | 1.11
Nc1nonc1-n1nnc(C(=O)N/N=C/c2ccccc2)c1CSc1ccc(Cl)cc1 | 0.0 | -0.64 | 0.14
O=S(NC1CCCCC1)C12CC3CC(CC(C3)C1)C2 (stereo not given) | 0.0 | 0.33 | 0.35
CC(=O)Oc1ccc(Cn2cnc3cc4ccccc4cc32)cc1 | 19.1 | -1.45 | -1.08
Cc1cc(C(=O)CC#N)c(C)n1-c1c(C)n(C)n(-c2ccccc2)c1=O | 0.0 | · | ·
O=C(N/N=C/c1ccc(OC(F)F)cc1)C1=COCCO1 | -75.0 | · | ·
CCOC(=O)c1cc(=O)c2c([N+](=O)[O-])ccc(OC)c2o1 | · | -0.63 | -0.96
COc1ccc(CCN(Cc2cccs2)S(=O)(=O)c2ccc(S(=O)(=O)N(C)C3CCCCC3)cc2)cc1OC | · | 0.07 | 0.23
O=C(Nc1ccc(Cl)cc1)OCc1cncs1 | -12.2 | -0.81&-0.33 | -0.65&-0.99
C=CCn1cnc2c(nnn2-c2ccc(C)c(C)c2)c1=O | -18.2 | · | ·
CCOC(=O)CCC(=O)N1CCOCCOCCN(C(=O)CCC(=O)OCC)CCOCCOCC1 | 0.0 | -0.17 | -0.79
CC1CCCCN1S(=O)(=O)c1cnc(Cl)c(Br)c1 (stereo not given) | -6.7 | 0.27 | -0.21
CCOc1ccc(NC(=O)CC2CC(C)(C)OC2=O)cc1 (stereo not given) | · | 2.76 | 2.19
C=CCNC(=S)N/N=C(\C)c1ccc(OC)cc1 | -40.0 | -1.13 | -0.69
CC(C)=NN/C(N)=N/C(=S)Nc1ccc(C)cc1 | 5.1 | 0.74 | 1.01
C=CCNc1nc(N2CCCCC2)c(C#N)c2c1CN(Cc1ccccc1)CC2 | 28.6 | -1.8 | -0.46
O=C(Nc1nc2c(s1)CCCC2)c1cccc(S(=O)(=O)N2CCCc3ccccc32)c1 | -34.4 | -0.27 | -0.1
COCCCNC(=O)Cn1cc2c(n1)CCC(C)C2 (stereo not given) | 42.9 | 0.38 | -0.14
CC(=O)Nc1cccc(N2C(=O)CC(N3CCC(C(=O)N4CCCCC4)CC3)C2=O)c1 (stereo not given) | 2.3 | 0.3 | 0.21
CN1CCN(C(c2cc3cc4c(cc3[nH]c2=O)OCCO4)c2nnnn2C2CCCC2)CC1 (stereo not given) | 7.1 | · | ·
CC1=C(C)C(c2ccccc2)NC(=S)N1 (stereo not given) | 0.0 | 0.18 | -0.07
CCC(C)(C)NC(=O)C(c1ccc(F)cc1)N(Cc1ccco1)C(=O)c1snc(C(N)=O)c1N (stereo not given) | -13.3 | -2.06 | -1.7
C/C(=N\NC(=O)C(=O)Nc1cccc(Cl)c1C)c1ccncc1 | 25.9 | -0.96 | -1.32
COc1cc(C(=O)Nc2sc3c(c2C#N)CCN(C(C)=O)C3)cc(OC)c1OC | · | 0.69 | 0.69
CC(=O)Nc1nc(CC(C)C)cc2c1c(=O)oc1ccccc12 | 40.0 | -1.67 | -1.13
O=c1c(Cc2ccc(F)cc2)c(O)ccn1Cc1ccc(Cl)cc1Cl | -66.7 | -0.22 | -0.46
CC1CCN(Cc2nc3c(c(=O)n(C)c(=O)n3C)n2CCc2ccccc2)CC1 | 15.0 | · | ·
Cc1ccc(S(=O)(=O)Nc2ccccc2CNc2ccccn2)cc1 | -26.7 | -0.66 | -0.26

Continuation:
SMILES | Insulin prom inh | sdo1 growth | sdo1 growth Rescue 24 h
C=CCNC(=O)c1onc(CSc2ccccc2F)c1C(=O)O | 10.8 | 1 | 0.79
COCCNC(=O)C(c1ccc(O)cc1)N(C(=O)CCC(=O)Nc1nccs1)c1ccc(C)cc1 (stereo not given) | 0.0 | · | ·
C/C(CC(=O)Nc1ccc(OCc2ccccc2)cc1)=N\NC(=O)C(=O)Nc1cccc(C)c1 | -29.6 | 0.06 | 0.44
O=Cc1ccccc1Oc1ccccc1 | 25.0 | -0.49 | -0.29
COC(=O)c1c(NC(=O)C2CC2)sc2c1CCN(C(C)=O)C2 | · | 0.02 | -0.76
COc1cc(CC(=O)Nc2ccc(Cl)c(C(F)(F)F)c2)cc(OC)c1OC | -61.5 | -0.22 | -0.05
O=C(O)c1cc(-c2ccc(N3CCOCC3)cc2)nn1-c1ccccc1Cl | -53.3 | · | ·
COCc1cc(/C=N\NC(=O)COc2ccc(Cl)cc2)ccc1OC | 43.8 | 0.46 | 0.78
CC1(C)[N+]([O-])=C2C(=[N+]([O-])C1(C)C)c1ccccc1/C2=N\O | · | 1.66 | 1.29
COc1ccccc1CNC(=O)c1ccc(CNc2c(N3CCCC3)c(=O)c2=O)cc1 | · | 0.83 | 0.15
Cc1cc2ncc(-c3ccc(Cl)cc3)cn2n1 | 0.0 | · | ·
Cc1ccc(CNC(=O)C(NS(=O)(=O)c2cccs2)C(C)C)cc1 (stereo not given) | -13.6 | 0.35 | -0.12
COc1ccc2c(c1)c(C(=O)N1CCN(C)CC1)c(C)n2-c1ccccc1 | -28.6 | -0.28 | 0.54
N#Cc1cnn(-c2ncnc3sc(-c4ccccc4)cc23)c1N | 7.1 | 0.05 | 3.01
CCN(CC)CCCN1C(=O)c2oc3ccccc3c(=O)c2C1c1cccnc1 (stereo not given) | -57.1 | 0.23 | 0.01
COc1ccc(NC(=O)Cn2nnc(C(N)=O)c2N)c(OC)c1 | 8.3 | 0.61 | 0.32
Cc1ccc(N=c2ssnc2Cl)cc1 | -24.3 | -1.36 | -0.91
C=C(C)C1CC=C(C)/C(=N\NC(=O)CNc2cccc3ccccc23)C1 (stereo not given) | · | 1.67 | 2.55
CCOC(=O)c1ccc2[nH]cc(C(C)=O)c(=O)c2c1 | 25.7 | 0.93 | 0.38
CN(C)[C@H]1N(C(=O)c2ccc(Br)cc2)N=C2c3ccccc3S(=O)(=O)N21 | 41.7 | 0.71 | 0.07
CC(C)C(c1nnnn1C1CCCC1)N1CCN(C(=O)c2ccco2)CC1 (stereo not given) | 31.0 | -0.11 | -0.48
Cc1cccc(C)c1NC(=O)CSCCO | 21.9 | 2.68 | 2.56
O=C(C1CCN(S(=O)(=O)c2cccs2)CC1)N1CCCCCC1 | -21.4 | 0.19 | -0.14
O=C(NC1CCC(NC(=O)C(F)(F)C(F)F)CC1)C(F)(F)C(F)F (stereo not given) | -7.4 | 0.25 | 0.29
CCOC(=O)NC(=S)c1ccc[nH]1 | · | -0.17 | -0.3
CCC(C)NS(=O)(=O)c1cccs1 (stereo not given) | 25.0 | 0.76 | 0.36
CCCCCCn1c(Br)nc2c1c(=O)n(C)c(=O)n2C | 26.8 | · | ·
O=C(Nc1ccc2ccccc2c1)c1ccc(NS(=O)(=O)c2ccc(Br)s2)cc1 | 39.3 | 0.39 | 1.95
Cc1ccc(Cl)cc1NC(=O)C(Cc1ccccc1)N1C(=O)C2C3CCC(C3)C2C1=O (stereo not given) | · | -1.66 | -1.06
COc1cc(OC)c(C2C(C(=O)Nc3ccccc3)=C(C)Nc3ncnn32)cc1OC (stereo not given) | 20.0 | 0.08 | -0.4
CCN(CC)C(=O)C1CCN(Cc2ccc(Br)cc2)CC1 | · | -1.89 | -0.05
Cc1cc(OCc2nc(-c3cccs3)no2)cc(C)c1Cl | · | -0.05 | 1.36
Cc1ccc2[nH]c(=O)c3cc(C(=O)N(CCCOC(C)C)Cc4ccco4)sc3c2c1 | · | -1.06 | -0.52
O=c1[nH]c(=O)n(CCO)c2nnn(Cc3ccccc3)c12 | · | 2.02 | 2.05
CCCc1cc(=O)n2[nH]c(CCc3ccccc3)nc2n1 | · | 0.23 | -0.17
CCCCC1S/C(=N/N=C/c2cccs2)NC1=O (stereo not given) | 6.9 | -0.21 | -0.53
Cc1ccc(S(=O)(=O)N2CCCCC2)cc1C(=O)Nc1ncn[nH]1 | · | 1.08 | 1.8
COc1ccc(OC)c(NC(=O)c2cc3sccc3n2C)c1 | -23.3 | -1.34 | -1.05
O=C(C1=C[C@@H]2[C@H]3C(=O)N(c4ccccc4Cl)C(=O)[C@H]3[C@@H](C(=O)c3ccc(Cl)cc3)N2C=C1)c1ccccc1 | -13.3 | -0.88 | -1.2
COc1cccc(/C=N/NC(=O)c2cccc([N+](=O)[O-])c2)c1OS(=O)(=O)c1ccc(C)cc1 | · | -0.82 | -1.23
O=C(Cn1nc(C(F)F)cc1C1CC1)NCCC1=CCCCC1 | -38.9 | -0.68 | -0.38

Grouped by structure: the entries above containing two or more sulfur atoms.
SMILES | Insulin prom inh | sdo1 growth | sdo1 growth Rescue 24 h
CCOC(=O)N1CCN(S(=O)(=O)c2ccc(Br)s2)CC1 | -25.0 | 0.68 | 0.05
CCCNS(=O)(=O)c1ccc(NC(=O)Cc2cccs2)cc1 | 6.2 | 1.13 | 1.14
Cc1nc(-c2cccc(S(=O)(=O)N3CCC(C)CC3)c2)cs1 | 9.8 | -0.64 | -0.97
COc1ccc(CCN(Cc2cccs2)S(=O)(=O)c2ccc(S(=O)(=O)N(C)C3CCCCC3)cc2)cc1OC | · | 0.07 | 0.23
O=C(Nc1nc2c(s1)CCCC2)c1cccc(S(=O)(=O)N2CCCc3ccccc32)c1 | -34.4 | -0.27 | -0.1
Cc1ccc(CNC(=O)C(NS(=O)(=O)c2cccs2)C(C)C)cc1 (stereo not given) | -13.6 | 0.35 | -0.12
Cc1ccc(N=c2ssnc2Cl)cc1 | -24.3 | -1.36 | -0.91
O=C(C1CCN(S(=O)(=O)c2cccs2)CC1)N1CCCCCC1 | -21.4 | 0.19 | -0.14
CCC(C)NS(=O)(=O)c1cccs1 (stereo not given) | 25.0 | 0.76 | 0.36
O=C(Nc1ccc2ccccc2c1)c1ccc(NS(=O)(=O)c2ccc(Br)s2)cc1 | 39.3 | 0.39 | 1.95
CCCCC1S/C(=N/N=C/c2cccs2)NC1=O (stereo not given) | 6.9 | -0.21 | -0.53
